MC4R antagonist = blocks human MC4R cAMP signaling | P32245 | MC4R-expressing cells, MTII-stimulated cAMP, LANCE TR-FRET | inhibition, % at 6.5 µM | 0.48% of 360,000 active | AID 540295;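 active = inhibition above its plate's cutoff, the mean of tested wells on that plate plus 3 SD, cut at about 29% in these data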;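 also: 0% = Melanotan II alone and 100% = Melanotan II plus saturating MCL0020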
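System: U2OS cells stably expressing human melanocortin 4 receptor (MC4R). Reagent: Melanotan II challenge after compound preincubation. Doses: 6.5 µM. Times: 30-min compound, 1-h challenge, 1-h detection, room temperature. Measured by: TR-FRET with Eu-cAMP and labeled anti-cAMP, 671 nm. Replicates: singlicate.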
Cardio protect = modulators protecting cardiomyocytes from myocardial damage. H9c2 cardiomyocytes, H2O2 injury protection, ATPLite, 2 h. protection from H2O2 cell death, % at 20 µM. 0.63% of 360,000 active. AID 588492;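 active = compounds giving at least 50% protection of heart cells from peroxide-induced death in the single-dose screen, raw or plate-pattern-corrected value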;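 also: 0% = DMSO wells with peroxide and 100% = DMSO wells without peroxide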
Glyco luc inh = N-linked glycosylation inhibition | D54 ERlucT glycosylation luciferase reporter, 24 h; percent of 100 nM tunicamycin response | reporter increase, % at 12.5 µM | 0.23% of 360,000 active | AID 588692;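 active = mean luciferase reporter signal, scaled so untreated is 0 and the glycosylation-blocking control 100, at or above a set limit in every replicate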;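 also: luciferase carries N-glycosylation sites so blocking glycosylation raises the light; 0% = median of neutral control wells and 100% = median of 100 nM tunicamycin wells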
MC4R ag barr = agonists of human melanocortin 4 receptor (MC4R) beta-arrestin. 0.98% of 360,000 active. P32245. U2OS MC4R beta-arrestin complementation, luminescence; percent of melanotan II response, DMSO zero. activation, % at 8.9 µM;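 active = activation above a per-plate cutoff, the mean activation of sample wells on that plate plus 3 SD, cut at about 8% in these data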
Exocytosis inh = blocks lytic granule exocytosis; TALL-104 LAMP-1 surface exposure, flow cytometry; cells stimulated with thapsigargin and PMA; 0.66% of 360,000 active; inhibition, % at 10 µM; AID 651702;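 active = inhibition above about 55%, limit read from the data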
PDI turbidity = inhibitors of human protein disulfide isomerase. P07237. PDI insulin aggregation turbidity, A650, 90 min. inhibition, % at 10 µM. 0.052% of 350,000 active. AID 588391;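 active = mean inhibition across replicates of 30% or more, whatever share of single replicates reach that level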;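 also: absorbance from insulin aggregation driven by PDI reduction with DTT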
HTR2A ag = mouse HTR2A agonism via beta-arrestin recruitment; CHO-K1 mHTR2A beta-arrestin complementation, luminescence; percent of 30 µM serotonin response; activation, % at 7.6 µM; 0.66% of 360,000 active;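 active = activation above a run cutoff, the mean activation of all tested compounds plus 3 SD, cut at about 14% in these data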;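 also: 0% = plate median of compound wells and 100% = 30 µM serotonin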
ABHD5-PLIN5 inh = inhibitors of human ABHD5-perilipin-5 interaction. Split G. princeps luciferase complementation, luminescence, 4 h. AID 602281. 0.78% of 360,000 active. inhibition, % at 4 µM;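 active = inhibition above the mean inhibition across every tested compound plus 3 SD, cut at about 22% in these data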;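 also: 0% = DMSO only wells and the 100% control is not disclosed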
CaV13 ICDI inh = Primary screen for inhibitors of IQ motif and Ca2+-dependent inactivation inhibitor domain binding in CACNA1D, Förster resonance energy transfer in living cells, …. HEK cells, CFP/YFP FRET ICDI-IQ, plate reader, 10 min; percent FRET-ratio fall versus neutral wells. inhibition, % at 12.3 µM. 0.098% of 340,000 active. AID 743397;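 active = mean replicate inhibition of at least 30% and at least 1% of replicates passing that level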;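 also: 0% = median of the neutral control wells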
ABCB6 inh 2 = human ABCB6 transporter inhibition; K562-ABCB6 porphyrin accumulation, flow cytometry, 1 h; hits give low values; fluorescence ratio to DMSO, % at 10 µM; Q9NP58; AID 602162; 0.19% of 360,000 active;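 active = fluorescence ratio to DMSO below 75%, the collection mean minus 3 SD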;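 also: signal is porphyrin accumulated inside mitochondria; 100% equals median channel fluorescence of DMSO control wells; lower ratio means ABCB6 inhibition with less porphyrin fluorescence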
Target sequence (Q9NP58 whole entry, looked up): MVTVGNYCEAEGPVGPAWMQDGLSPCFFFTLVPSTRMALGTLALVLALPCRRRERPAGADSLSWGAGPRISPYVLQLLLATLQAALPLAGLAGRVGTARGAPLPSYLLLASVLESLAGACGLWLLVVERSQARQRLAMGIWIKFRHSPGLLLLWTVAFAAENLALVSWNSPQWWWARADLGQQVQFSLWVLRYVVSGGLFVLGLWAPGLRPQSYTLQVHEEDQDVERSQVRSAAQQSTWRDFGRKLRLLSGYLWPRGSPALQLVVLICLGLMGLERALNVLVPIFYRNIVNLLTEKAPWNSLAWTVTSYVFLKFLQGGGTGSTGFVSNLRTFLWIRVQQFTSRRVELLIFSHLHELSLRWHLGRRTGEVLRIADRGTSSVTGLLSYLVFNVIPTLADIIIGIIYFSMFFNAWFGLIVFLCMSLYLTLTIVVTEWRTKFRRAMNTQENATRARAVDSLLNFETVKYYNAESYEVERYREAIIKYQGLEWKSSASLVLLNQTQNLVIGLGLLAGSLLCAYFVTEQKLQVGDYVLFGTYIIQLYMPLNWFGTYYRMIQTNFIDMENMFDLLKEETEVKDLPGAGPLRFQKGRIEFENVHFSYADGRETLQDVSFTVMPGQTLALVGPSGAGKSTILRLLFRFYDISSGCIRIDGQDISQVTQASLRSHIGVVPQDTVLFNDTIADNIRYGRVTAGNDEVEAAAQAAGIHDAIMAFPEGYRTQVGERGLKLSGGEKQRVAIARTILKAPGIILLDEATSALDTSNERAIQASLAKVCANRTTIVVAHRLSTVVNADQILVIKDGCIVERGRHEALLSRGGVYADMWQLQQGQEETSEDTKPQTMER
Numbers without * were called inactive; / = not tested or not shown.

canonical_smiles,MC4R antagonist,Cardio protect,Glyco luc inh,MC4R ag barr,Exocytosis inh,PDI turbidity,HTR2A ag,ABHD5-PLIN5 inh,CaV13 ICDI inh,ABCB6 inh 2
Cc1ccc(C(=O)N2CCN(c3ccccn3)CC2)cc1[N+](=O)[O-],14.2,4.3,0.5,3.1,-0.5,3.3,4.5,2.5,-6.6,98.0
Cc1ccc2nc(NC(=O)C3CCCN(S(=O)(=O)c4cccnc4)C3)sc2c1 (centres undefined),12.7,-24.9,-1.9,-1.6,-3.0,/,-3.0,4.2,-1.8,100.0
O=C1C[C@@H]2c3c(cccc3CN1Cc1ccccc1)C[C@@H](O)[C@H]2O,3.4,-0.5,0.2,0.8,-0.1,-3.1,3.8,-2.5,-9.0,97.0
O=C(CSc1n[nH]c(-c2ccc(S(=O)(=O)N3CCCCC3)cc2)n1)Nc1nccs1,24.5,-4.4,0.1,-0.9,-3.9,6.6,1.7,5.6,/,100.0
Cn1c(N)c(C(=O)c2ccc(F)cc2F)c(=O)n(C)c1=O,2.2,17.7,0.2,-0.1,1.9,-7.4,5.5,5.1,-4.0,104.0
O=C(COc1ccc([N+](=O)[O-])cc1)Nc1cc(C(=O)O)cc(C(=O)O)c1,2.2,0.2,1.6,-3.1,4.1,-3.1,-0.4,6.3,-3.1,100.0
Cc1cc2ccccn2c1C(=O)Nc1ccccc1,5.9,-9.2,0.9,-0.7,-2.3,8.5,0.9,-3.6,-5.3,101.0
NC(=NCCc1ccccc1)NS(=O)(=O)c1ccc(F)cc1,2.5,-3.1,0.1,-1.1,3.0,1.3,-7.6,-1.9,-17.9,96.0
COc1ccc2ccccc2c1CN1CCN(Cc2ccccc2)CC1,-2.1,3.3,-0.4,-1.5,-0.3,-0.2,11.0,5.5,-7.6,95.0
COc1cccc(N=Nc2ccc3cccnc3c2O)c1,17.0,10.8,-12.4,-2.6,0.0,-7.0,-5.0,7.1,-1.6,95.0
CC1=N/C(=C/c2cc(Br)cc(Br)c2O)C(=O)O1,2.0,-6.0,-0.5,2.3,-17.4,-5.5,1.4,1.2,-20.5,97.0
CC1=C(C(=O)N(C)C)CC(CC(=O)NCCCCc2ccccc2)C(=O)N1Cc1ccc(C(C)(C)C)cc1 (centres undefined),2.7,-14.8,1.3,1.1,4.0,6.4,-4.9,2.4,-8.5,91.0
CCOC(=O)C1=C(C)Nc2ccccc2S1,-9.3,5.3,-4.5,0.9,-6.3,11.7,1.3,-2.8,-2.5,99.0
Cc1cc(C(=O)N[C@@H](c2ccccc2)[C@]2(C)C[C@H]2[C@@H](C)C(=O)Nc2ccc3ccccc3c2)no1,1.4,-3.7,6.5,-3.6,-5.9,1.3,-12.8,-14.2,-11.2,103.0
CCOc1ccccc1C(=O)NCC(=O)NCC(c1ccc(OC)cc1)N1CCOCC1 (centres undefined),5.6,3.6,-0.2,-1.9,-4.2,2.9,2.6,1.3,-14.0,94.0
O[C@H]1c2ccccc2[C@H](Cc2cncs2)[C@@H]1Br,8.9,4.7,1.9,0.5,-3.2,4.7,0.7,6.1,-11.3,101.0
CC1(C(=O)NS(=O)(=O)Cc2ccccc2)CCN1C(=O)Cc1cc(F)ccc1F (centres undefined),7.5,-1.4,0.6,-2.3,11.8,-23.8,1.1,-4.1,-8.2,104.0
CC(C)CNC(=S)N1CCC(Cc2ccccc2)CC1,9.8,-13.2,-3.0,-0.9,-0.9,-0.8,-4.7,4.6,/,94.0
N[C@@H](Cc1cnc[nH]1)C(=O)Nc1ccc2ccccc2c1,4.9,10.9,-0.1,-0.8,-4.4,7.2,1.4,0.2,-5.2,97.0
CN(CC(=O)Nc1cccc(F)c1)C(=O)CCCc1nc2ccccc2c(=O)[nH]1,-0.7,60.4*,-0.4,0.5,-1.9,-1.3,8.8,9.8,-2.0,106.0

An excerpt taken from the entries so far, for reference:
canonical_smiles,MC4R antagonist,Cardio protect,Glyco luc inh,MC4R ag barr,Exocytosis inh,PDI turbidity,HTR2A ag,ABHD5-PLIN5 inh,CaV13 ICDI inh,ABCB6 inh 2
N[C@@H](Cc1cnc[nH]1)C(=O)Nc1ccc2ccccc2c1,4.9,10.9,-0.1,-0.8,-4.4,7.2,1.4,0.2,-5.2,97.0
CN(CC(=O)Nc1cccc(F)c1)C(=O)CCCc1nc2ccccc2c(=O)[nH]1,-0.7,60.4*,-0.4,0.5,-1.9,-1.3,8.8,9.8,-2.0,106.0

The results go on:
canonical_smiles,MC4R antagonist,Cardio protect,Glyco luc inh,MC4R ag barr,Exocytosis inh,PDI turbidity,HTR2A ag,ABHD5-PLIN5 inh,CaV13 ICDI inh,ABCB6 inh 2
Cc1cc(-c2csc(NC(=O)c3ccc(C#N)cc3)n2)c(C)n1Cc1ccccc1,3.3,-0.3,2.0,-2.5,5.8,-4.3,2.6,-4.8,-2.3,97.0
COc1ccc(/C=C2\SC(N3CCCCC3)=NC2=O)cc1,10.5,-0.1,3.0,0.3,12.5,0.9,-1.1,-2.8,-3.9,96.0
O=C(Nc1ccccn1)c1sc2cc([N+](=O)[O-])ccc2c1Cl,5.5,-4.2,-3.1,0.4,3.5,-5.8,-1.0,7.4,-19.9,152.0
CCOCCn1c(SC)nc2c1c(=O)[nH]c(=O)n2C,3.3,7.4,-1.8,0.9,0.5,-0.5,3.6,-1.3,/,105.0
N#Cc1ccc(-c2ccc(C3Nc4ccccc4C(=O)N3O)o2)cc1 (centres undefined),5.7,47.3,-6.4,1.8,-2.2,0.7,-3.1,12.2,-8.3,100.0
CC1CC1C(=O)NCCc1ccc(Cl)cc1 (centres undefined),1.5,5.5,/,1.2,-1.3,7.8,4.4,-2.9,-5.1,94.0
CC(=O)NS(=O)(=O)c1ccc(NC(=O)c2ccc3c(c2)C(=O)N(CCC(C)C)C3=O)cc1,3.9,6.5,2.8,-0.8,-0.8,15.8,-0.1,-0.8,-5.4,95.0
CC(C)CN1CCN(C(=O)CCc2nnc(Cc3c[nH]c4ccccc34)o2)[C@@H](C)C1=O,5.1,-0.4,1.4,-0.7,0.6,4.1,0.6,0.9,-2.4,104.0
CCc1ccc(NC(=O)C2CCN(S(=O)(=O)c3ccc4c(c3)CC(C)N4C(C)=O)CC2)cc1 (centres undefined),3.2,-25.8,-6.4,-1.1,4.6,8.9,12.9,-0.9,-5.8,98.0
CCCNC(=O)c1cc(S(=O)(=O)N2CCc3ccccc32)cn1C,3.5,-30.8,-3.7,2.7,2.1,/,-1.3,-9.7,-8.9,97.0
COC(=O)c1ccccc1NC(=O)Nc1ccc(Cl)cn1,19.9,8.7,-2.7,1.3,-0.2,5.4,3.5,0.9,-6.1,101.0
CCCOC(=O)c1cc(NC(=O)/C=C/c2ccccc2)ccc1O,16.0,-7.2,1.9,0.6,5.6,2.5,-3.0,1.1,0.8,107.0
COc1ccc(-c2nc(CN3CCN(Cc4ccccc4)CC3)c(C)o2)cc1,-2.1,5.4,-2.3,-0.4,6.2,-8.3,-2.9,5.6,-20.1,106.0
Cc1nc(NC(=O)/C=C/c2ccco2)sc1C,-15.2,-0.6,7.0,-1.6,-4.8,1.3,3.7,-0.7,-13.3,101.0
CC(=O)c1cc(Cl)ccc1OCC(=O)NC1CCCC1,-1.3,-3.6,-1.2,-2.3,-8.3,-3.8,0.6,4.7,-18.9,96.0
COc1ccc(C(=O)Oc2ccc(/C=N/O)cc2)cc1,-5.8,-3.6,0.2,-0.6,-3.4,-9.8,-0.4,-0.7,-5.8,93.0
CC(=O)NC(CCS(C)(=O)=O)C(=O)Nc1cccc2ccccc12 (centres undefined),1.2,-0.1,1.6,0.3,-1.7,/,1.7,-4.8,-2.5,100.0
CN(CC(=O)N1CCN(Cc2ccccc2)CC1)C(=O)Cc1cccc2ccccc12,8.5,-3.2,-2.4,3.8,0.0,-3.3,3.5,-8.8,-5.4,97.0
Cn1c(SCC(=O)OC2CCCCC2)nnc1-c1ccc(S(=O)(=O)N2CCCC2)cc1,0.1,0.9,1.4,-1.6,2.1,1.2,-0.5,-5.2,-8.8,93.0
CCOC(=O)c1c(C)n(-c2ccc(C)cc2)c2c(C(C(C)=O)C(=O)O)c(Br)c(O)c(O)c12 (centres undefined),0.4,-21.8,-2.5,1.1,3.1,2.0,-3.3,-28.5,/,104.0

(continued)
canonical_smiles,MC4R antagonist,Cardio protect,Glyco luc inh,MC4R ag barr,Exocytosis inh,PDI turbidity,HTR2A ag,ABHD5-PLIN5 inh,CaV13 ICDI inh,ABCB6 inh 2
Cc1ccc(S(=O)(=O)c2nc(S(C)(=O)=O)sc2N2CCN(C)CC2)cc1,9.8,-4.7,-11.8,-2.9,12.7,-1.2,-7.8,-3.7,-15.8,99.0
O=C(Nc1nccs1)c1cccc(S(=O)(=O)N2CCCCC2)c1,-5.1,0.3,-1.0,-1.3,-1.6,-0.2,-1.9,-6.7,-8.1,100.0
O=C(CCN=C1NS(=O)(=O)c2ccccc21)OCc1c(F)c(F)c(F)c(F)c1F,2.8,-5.4,-0.4,-1.6,-4.5,3.9,1.7,6.7,-6.3,102.0
CN(C)C(/C=C/Nc1ccc([N+](=O)[O-])cc1)=C(C#N)C#N,9.5,1.7,7.6,-3.1,13.8,-0.1,-1.2,5.4,-4.2,95.0
COC(=O)c1ccccc1NC(=O)CCS(=O)(=O)c1cc2c(cc1C)NC(=O)CO2,9.6,-0.9,1.1,0.6,-6.1,/,3.5,-11.4,6.9,97.0
CN1CCN(C(=O)c2ccccc2Nc2ccc(SC(F)F)cc2)CC1,18.0,-2.0,0.0,-2.2,-5.2,10.3,-6.3,-2.6,-0.9,108.0
CCCCN(c1ccccc1)c1ncnc2nc[nH]c12,1.3,11.3,-0.8,0.5,-6.5,6.9,2.4,1.6,/,106.0
NNC(=O)CNC(=O)c1ccc(F)cc1,-2.3,1.1,1.4,-0.4,0.7,-3.9,-0.8,0.8,2.1,103.0
CCN(C1CCS(=O)(=O)C1)S(=O)(=O)c1ccc(Cl)s1 (centres undefined),-1.4,0.9,1.3,-0.6,-0.7,-2.7,0.0,-2.4,-0.9,97.0

Screening results (PubChem BioAssay)
